ZTA counter: blocks Epstein-Barr virus ZTA, an EBNA-1 counter-screen | P03206 | ZTA-DNA binding, fluorescence polarization | inhibition, % at 11 µM | 320,000 tested, 0.15% active | AID 2234; in the data active = inhibition above about 33%
Target sequence (P03206 whole entry, looked up): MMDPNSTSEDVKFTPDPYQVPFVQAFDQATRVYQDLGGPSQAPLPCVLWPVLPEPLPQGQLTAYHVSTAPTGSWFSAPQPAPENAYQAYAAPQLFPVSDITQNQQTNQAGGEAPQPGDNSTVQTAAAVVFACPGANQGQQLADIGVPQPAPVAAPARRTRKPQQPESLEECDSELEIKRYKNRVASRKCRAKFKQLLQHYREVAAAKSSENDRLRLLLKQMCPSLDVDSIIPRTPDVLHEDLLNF
core dimer inh: inhibitors of HCV core protein dimerization, primary screen, biochemical, TR-FRET, high-throughput. TR-FRET GST/Flag-core106 dimerization, 1536-well. 300,000 tested, 0.33% active. inhibition, % at 5 µM;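 active = inhibition above the mean of all tested compounds plus 3 SD, set per screening campaign, cut at about 45% in these data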
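System – GST-tagged and Flag-tagged HCV core protein residues 1-106 · Repeats – one well for each compound · Technique – TR-FRET 671 and 617 nm emission · Doses – one concentration, 5 µM, in 0.5% DMSO · Times – 4 h, 22.5 °C incubation · Also added – Eu donor and XL665 acceptor anti-tag antibodies · Measure – percent inhibition of core106 dimerization signal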
GASC-1 inh: inhibitors of GASC-1 histone demethylase, primary screen, biochemical, fluorescence, DELFIA europium. AID 2099, 2009. inhibition, % at 2.35 µM. 330,000 tested, 0.069% active. GST-JMJD2C(1-420) H3K9me3 demethylation;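 active = more than half of a compound's replicate wells show inhibition beyond 50%, single wells judged on their own value; inconclusive = some, but no more than half, of replicates pass 50% inhibition; inactive = no replicate passes 50% inhibition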;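 also: signal counts dimethyl H3K9 product captured on neutravidin plate; 0% = median of DMSO wells and 100% = 0.3 times that DMSO median; strong numbers were not always called active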
Target sequence (Q9H3R0 1-420 limits assumed): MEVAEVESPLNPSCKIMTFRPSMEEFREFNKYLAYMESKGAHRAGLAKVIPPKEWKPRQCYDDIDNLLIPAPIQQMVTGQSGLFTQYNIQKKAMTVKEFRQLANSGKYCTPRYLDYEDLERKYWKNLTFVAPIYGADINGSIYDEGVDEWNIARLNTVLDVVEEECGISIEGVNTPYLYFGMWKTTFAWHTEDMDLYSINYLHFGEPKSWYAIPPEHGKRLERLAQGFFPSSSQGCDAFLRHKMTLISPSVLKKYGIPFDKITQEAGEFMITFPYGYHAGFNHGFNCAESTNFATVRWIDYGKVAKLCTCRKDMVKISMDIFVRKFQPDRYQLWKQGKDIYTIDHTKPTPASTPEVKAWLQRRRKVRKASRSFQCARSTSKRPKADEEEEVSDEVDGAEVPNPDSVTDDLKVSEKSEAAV
Fh CTSL1 inh: Fasciola hepatica cathepsin L1 inhibitors, primary screen, counter-screen for PFM18AAP inhibitor project, biochemical, QFRET, fluorogenic peptide substrate; recombinant F. hepatica cathepsin L1, Z-Leu-Arg-MCA fluorescence; inhibition, % at 5.96 µM; 300,000 tested, 0.49% active; AID 1906, 2009;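 active = inhibition above the mean of all tested compounds plus 3 SD, set per screening campaign, cut at about 17% in these data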;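 also: 0% = plate median of test compound wells and 100% = 1 µM Z-Phe-Ala-diazomethylketone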
PP1 counter: PP1-alpha phosphatase inhibitors, primary screen, counter-screen for PP5 inhibitor project, biochemical, fluorescence, OMFP substrate, single point | Serine/threonine-protein phosphatase PP1-alpha catalytic subunit (Homo sapiens), P62136 | purified PP1alpha | inhibition, % at 6.7 µM | 320,000 tested, 0.9% active;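 active = inhibition above the mean inhibition of all tested compounds plus 3 SD, computed separately for each screening campaign, cut at about 15% in these data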
Target sequence (P62136 whole entry, looked up): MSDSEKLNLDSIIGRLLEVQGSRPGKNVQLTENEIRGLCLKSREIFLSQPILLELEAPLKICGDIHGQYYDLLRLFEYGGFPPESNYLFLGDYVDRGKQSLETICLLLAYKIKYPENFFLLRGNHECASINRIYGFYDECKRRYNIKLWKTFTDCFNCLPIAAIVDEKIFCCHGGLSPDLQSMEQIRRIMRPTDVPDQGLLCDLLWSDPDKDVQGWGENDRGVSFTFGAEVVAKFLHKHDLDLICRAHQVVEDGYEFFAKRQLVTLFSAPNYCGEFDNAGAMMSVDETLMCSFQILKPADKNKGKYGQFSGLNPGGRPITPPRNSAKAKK
TPT1 inh: Candida albicans TPT1 enzyme inhibitors, primary screen, biochemical, fluorescence polarization | inhibition, % at 5 µM | 300,000 tested, 0.81% active | recombinant caTPT1, FP RNA substrate dephosphorylation;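 active = inhibition above the mean of all tested compounds plus 3 SD, set per screening campaign, cut at about 24% in these data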;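 also: plate controls were DMSO alone for no effect and ferristatin control at 100 nM for full effect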
EBNA-1 inhibitor: EBNA-1 DNA-binding inhibitors, primary screen, biochemical, fluorescence polarization; inhibition, % at 14.8 µM; 300,000 tested, 0.34% active; in the data active = inhibition above about 28%
Yeast superoxide: reduction of superoxide in aged yeast, primary screen, HTS. AID 2690, 2010. 330,000 tested, 0.18% active. superoxide response (% of plate mean), % at 10 µM. S. cerevisiae aged cells, superoxide DHE fluorescence; stronger effect = lower value;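 active = superoxide response under a set limit, about three screen SD below normal, cut at about 65% in these data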;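 also: yeast aged for seven days with compound at 30 °C before DHE staining; 100% = average MFI of all compound-treated wells on the plate with controls excluded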
PP5 primary: PP5 phosphatase inhibitors, primary screen, biochemical, fluorescence. Serine/threonine-protein phosphatase 5 (Homo sapiens), P53041. purified PP5c, OMFP substrate fluorescence. inhibition, % at 6.7 µM. 320,000 tested, 0.18% active. AID 1987, 2009;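 active = inhibition above the campaign's mean inhibition across all tested compounds plus 3 SD, cut at about 9.5% in these data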;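 also: 0% = DMSO only and 100% = 100 µM cantharidin control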
The depositor's hits bear a star; ? = inconclusive; . = not tested or not shown; & = joins results of further samples. This is a random part of the collection. About 3.1% of those tested had a hit in this group.

SMILES	ZTA counter	core dimer inh	GASC-1 inh	Fh CTSL1 inh	PP1 counter	TPT1 inh	EBNA-1 inhibitor	Yeast superoxide	PP5 primary
O=C(Nc1ccc2c(c1)OCO2)C1CCN(C(=O)c2ccc([N+](=O)[O-])cc2)CC1	5.3	11.8	-18.0	1.5	2.5	0.7	1.0	114.8	1.9
N/C(CSc1ccc(Cl)cc1)=N\NC(=O)c1ccncc1	-18.4	-5.0	16.7	20.0*	-11.5	-0.2	-5.6	104.8	1.9
COc1ccccc1C(C)NCC(=O)Nc1ccccc1C(F)(F)F (configuration not stated)	2.9	3.3	2.2	-0.3	0.3	-0.9	4.5	102.4	-0.2
COc1ccc(/C=C/C(=O)OCC(=O)Nc2cccc(C(C)=O)c2)cc1	8.5	5.6	5.5	-3.3	-2.5	0.7	0.2	90.5	0.7
CC(C)CNc1nc2c(c(=O)n(C)c(=O)n2C)n1Cc1cccc(Br)c1	7.1	6.9	?	3.6	1.1	1.5	-2.5	105.3	2.8
O=C1c2ccccc2NC(c2ccccn2)N1c1ccc(Cl)cc1 (configuration not stated)	-12.3	-1.1	-2.8	-2.8	-1.0	-2.7	4.0	99.0	0.7
CN(C)Cc1c(O)ccc2oc(Cc3ccccc3)cc12	-8.8	4.4	-13.0	9.4	7.8	-6.0	-2.2	94.2	-11.4
C=CC1=C2C=C(C3CC3)N(CC3CC3)C=C2C(=O)C(C)(OC(=O)c2ccco2)C1=O (configuration not stated)	16.2	13.3	4.0	3.4	0.1	-2.2	5.5	86.9	3.4
Cn1c(=O)c2c(nc(N3CCCCCC3)n2CCSc2nc3ccccc3o2)n(C)c1=O	6.8	-1.4	-8.1	-0.1	-1.2	-0.4	6.5	83.3	-3.7
c1ccc(CN(Cc2ccccc2)c2nn[nH]n2)cc1	-17.2	0.3	0.0	-2.7	-0.7	-1.2	-7.6	86.0	-1.4
Cc1ccc(SCC(=O)NCCSC(C)(C)C)cc1	-8.7	4.2	-9.0	-3.1	-2.6	-1.1	-2.1	119.5	3.6
COc1ccc(C(=O)Cn2nnc(-c3ccccc3F)n2)cc1	-3.1	-0.6	-4.9	-2.6	-0.7	-0.1	-5.1	111.2	3.0
O=C(COC(=O)COc1ccccc1)Nc1ccc(OC(F)(F)F)cc1	2.6	-5.5	-9.6	-5.0	1.0	1.7	-3.0	93.3	4.2
COc1cccc(/C=C/c2[nH]c(=O)[nH]c(=O)c2[N+](=O)[O-])c1O	8.8	-3.4	-3.5	-2.0	0.2	-4.1	8.7	93.7	-1.0
Cc1cccc(C)c1N(CC(=O)Nc1cccc(N(C)S(C)(=O)=O)c1)S(C)(=O)=O	0.1	1.9	1.9	-0.8	-0.5	0.1	-9.4	78.9	-0.2

Molecules above containing a Cl atom, in the order listed:
SMILES	ZTA counter	core dimer inh	GASC-1 inh	Fh CTSL1 inh	PP1 counter	TPT1 inh	EBNA-1 inhibitor	Yeast superoxide	PP5 primary
N/C(CSc1ccc(Cl)cc1)=N\NC(=O)c1ccncc1	-18.4	-5.0	16.7	20.0*	-11.5	-0.2	-5.6	104.8	1.9
O=C1c2ccccc2NC(c2ccccn2)N1c1ccc(Cl)cc1 (configuration not stated)	-12.3	-1.1	-2.8	-2.8	-1.0	-2.7	4.0	99.0	0.7

The listing continues.
SMILES	ZTA counter	core dimer inh	GASC-1 inh	Fh CTSL1 inh	PP1 counter	TPT1 inh	EBNA-1 inhibitor	Yeast superoxide	PP5 primary
Cc1sc2ncnc(N3CCC(C)CC3)c2c1C	-38.6	-1.6	-3.1	8.4	-0.1	5.0	-11.3	115.8	-3.6
CCCC(C(=O)NC(C)(C)C)N(CC1CCCO1)C(=O)c1snc(C(N)=O)c1N (configuration not stated)	-6.2	-6.6	7.0	-0.2	1.8	-0.9	-3.1	91.1	4.7
C/C(CC(=O)N(C(C)C)C(C)C)=N\NC(=O)COc1ccc(Br)cc1Br	12.7	6.2	.	1.8	-4.5	2.4	12.2	103.5	0.6
O=S(=O)(c1ccc2[nH]c3c(c2c1)CCCC3)N1CCCCC1	1.2	11.3	7.2	0.7	2.4	-0.3	-4.5	98.2	5.3
CN(Cc1ccccc1)c1ccc(N2C(=O)CCCC2=O)cc1[N+](=O)[O-]	-3.8	-8.3	-4.5	-1.2	-2.5	-1.2	-13.3	117.7	0.6
N#C/C(=C/c1ccc(CNS(=O)(=O)c2ccccc2)o1)C(N)=O	7.9	5.3	5.4	2.1	-3.9	-2.1	0.6	95.0	0.1
Cc1cccc(-n2c(N)cc(=O)nc2SCC(=O)NC2CCCCC2)c1	-10.3	1.4	36.4	-3.7	3.3	-5.3	0.8	95.3	-0.1
Cc1nc2ccccn2c1C(=O)N/N=C/c1ccc(F)cc1	-10.1	5.1	2.1	0.7	-3.6	-5.5	-8.2	113.4	-1.4
O=S(=O)(NCCSc1nc2ccccc2o1)c1ccccc1	20.5	7.1	-1.6	3.8	-3.6	1.7	4.8	95.9	2.0
C/C(=N\NC(=O)c1n[nH]c2c1CCC2)c1ccco1	-2.0	0.4	-7.1	-0.2	-3.4	0.1	-12.1	91.3	0.0
CC(C)(C)c1ccc(-c2nnc(SCC(=O)NC3CCS(=O)(=O)C3)n2N)cc1 (configuration not stated)	-5.0	-1.1	-16.9	-4.4	0.1	-4.8	8.9	94.9	0.8
COc1ccc(C(=O)Nc2cc3c4c(c2)C(C)C(=O)N4CCC3)cc1OC (configuration not stated)	14.5	0.8	34.3	2.8	-5.5	2.1	8.4	101.6	-0.3
NC(=O)c1ccc(-n2nnnc2SCC(=O)Nc2ccc(F)cc2)cc1	11.6	7.5	-7.1	-0.2	1.8	-3.2	7.1	84.7	2.4
CCn1nc(C)c(NC(=O)c2ccc(Cl)cc2)c1C	5.1	-8.7	8.1	1.7	-2.0	2.4	5.4	98.6	-2.0
Cc1ccc(SCc2cc(-c3ccc(Cl)cc3)on2)cc1	-0.9	-9.8	-7.6	5.1	-2.0	4.4	-15.5	85.6	-5.7
CCCn1c2ccccc2c2nc3ccccc3nc21	-0.5	5.3	-2.6	1.6	1.5	-7.4	2.5	102.7	1.1
CCOC(=S)SCC(=O)Nc1nc(C)c(C)s1	2.7	-5.5	5.2	3.7	-0.6	-2.0	1.4	84.5	3.2
O=C(CCc1ccccc1)Nc1ccccc1	4.4	5.7	3.9	0.4	-2.4	-2.4	10.7	96.3	-2.5
COc1cc(/C=C2\SC(=Nc3ccc(O)cc3)NC2=O)cc(OC)c1OC	-9.0	-0.7	-7.6	-4.4	-4.8	0.4	-7.1	97.8	-1.4
COc1ccc(-c2c(-c3ccccc3OC)sc3ccccc23)cc1OC	-5.0	-50.6	-7.3	-1.7	-6.0	-6.1	12.4	105.6	2.8
Cc1nn(Cc2ccc(Cl)cc2)c(C)c1NC(=O)CSc1nc2c(c(C(F)(F)F)n1)CCc1ccccc1-2	-8.6	5.3	1.3	-2.9	-0.8	-0.5	8.5	100.7	0.5
CN1CCN(S(=O)(=O)c2ccc(NC(=S)NC(=O)C3CC3)cc2)CC1	-2.5	-8.0	24.2	1.2	-3.7	-3.3	-11.4	100.7	-2.4
CN(C(=O)c1ccc2nc(N)sc2c1)c1ccccc1	-0.9	0.7	6.3	-2.9	1.7	1.0	-5.5	100.1	1.6
CCCCn1nnc(NC(=O)C(c2ccccc2)c2ccccc2)n1	3.1	3.4	-2.8	3.3	-2.8	-2.5	-1.6	101.4	2.1
C/C(=C\C=C\c1ccccc1)C(=O)c1c(C)cc(C)[nH]c1=O	8.1	2.4	-3.5	22.2*	-3.5	2.2	-6.5	88.3	-0.4
CCCCN(C)C(=S)Nc1ccc2nc(N3CCN(CC)CC3)cc(C)c2c1	10.2	1.1	1.6	-0.6	-6.9	0.8	5.5	96.8	-2.8
CCn1cc(/C=N/NS(=O)(=O)c2ccc(OC)cc2)c(C)n1	-11.0	-4.1	-20.7	-4.8	-5.0	2.3	-4.2	101.5	-0.8
Nc1nc(N2CCN(Cc3ccccc3)CC2)n[nH]1	14.6	-3.5	2.1	-2.4	2.2	1.2	-14.4	97.9	2.7
Cc1ccc(-c2nc(CSCC(=O)NCCN3CCN(Cc4ccccc4)CC3)c(C)o2)cc1	9.8	-6.7	11.2&-4.6	-0.2	2.4	-2.6	0.6	111.0	-1.1
COc1ccc(CCN(C)CC(=O)Nc2cc(C)nc3ccccc23)cc1OC	11.7	-6.1	-10.1	9.1	1.5	0.3	-9.7	104.1	0.4
O=C(COc1ccc(Br)cc1)N(Cc1ccccc1)c1ccccn1	6.2	-8.8	-6.8	-4.8	2.2	2.7	-9.3	101.0	4.5
COc1ccc(C2CC(c3ccccc3)=NN2c2ccc(N)cc2)cc1 (configuration not stated)	-14.3	-4.8	7.6	-1.1	2.7	28.7*	9.0	90.4	0.3
Cc1ccc(-c2cc(C(=O)N(C)CC(=O)Nc3ccccc3Br)c3ccccc3n2)o1	11.6	11.7	3.9	4.2	-2.0	5.6	-5.9	102.0	-0.4
O=C(NCC1CCCN(Cc2ccc3nonc3c2)C1)c1cccc(C(F)(F)F)c1 (configuration not stated)	-15.8	-0.5	3.6	1.6	0.7	-6.8	2.5	93.3	0.5
COc1ccc(N2CCN(C(=O)CSc3ccccc3)CC2)cc1	-14.0	-1.3	159.5	-2.6	-4.4	-1.4	-9.9	90.3	3.6
NC(=NC1CCCCC1)NS(=O)(=O)c1ccccc1	-8.6	5.3	-37.2	-3.5	1.9	-4.1	-10.2	101.1	0.2
COc1ccccc1NC(=S)NC(NC(C)=O)C(Cl)(Cl)Cl (configuration not stated)	-4.5	1.1	27.4	4.7	-2.5	3.3	4.5	95.5	-2.3
CS(=O)(=O)N(CC(=O)Nc1ccc(C(N)=O)cc1)C1CCCCC1	0.8	-5.0	-1.8	-5.1	4.4	-4.6	-4.9	104.9	-0.7
Cc1ccc(N(C(=O)c2csnn2)C(C(=O)NCc2ccccc2)c2cccnc2)cc1 (configuration not stated)	-0.9	-1.8	5.1	1.7	-1.5	5.4	11.5	117.3	1.4
OCCC1CN(Cc2nc(-c3ccccc3)cs2)CCN1CCc1ccccc1 (configuration not stated)	-21.7	-5.2	1.1	-1.6	0.1	-0.5	-9.8	90.7	1.9
Cc1cccc(-n2c(SCc3ccc([N+](=O)[O-])cc3)nnc2-c2c[nH]c3ccccc23)c1	12.6	20.3	2.0	-3.3	-1.4	0.2	-4.5	125.8	-1.9
CC(OC(=O)c1cccc(S(=O)(=O)Nc2cccc(C(F)(F)F)c2)c1)C(=O)Nc1ccc2c(c1)OCCO2 (configuration not stated)	-3.6	7.6	-7.7	2.8	5.1	-1.1	-12.2	89.7	6.5
Cc1cc(Nc2nc3ccccc3nc2Cl)n(-c2ccccc2)n1	6.4	3.7	4.8	-0.3	2.4	1.1	3.5	84.0	3.0
CC(NC(=O)c1cc(S(=O)(=O)N(C)C)ccc1N1CCCC1)C1CC2CCC1C2 (configuration not stated)	0.6	2.3	4.4	-6.3	-8.0	-4.6	-2.7	85.8	-1.4

Bioassay records as filed in PubChem BioAssay.
